High-throughput results as filed in PubChem BioAssay.
Vif imaging – HIV Vif inhibition; HEK293T cells, Vif self-association by quenched fluorescence, imaging, 24 h; actives 0.35% (n = 340,000); inhibition, % at 7.49 µM; in the data active means inhibition above about 50%, passing the limit was not always enough; further: some results filed as inactive read as strong as hits
CaV13 ICDI inh – Primary screen for inhibitors of IQ motif and Ca2+-dependent inactivation inhibitor domain binding in CACNA1D, Förster resonance energy transfer in living cells, … | HEK cells, CFP/YFP FRET ICDI-IQ, plate reader, 10 min; percent FRET-ratio fall versus neutral wells | inhibition, % at 12.3 µM | actives 0.098% (n = 340,000);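 active means mean replicate inhibition of at least 30% and at least 1% of replicates passing that level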;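 further: 0% = median of the neutral control wells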
m5-HT2A agonist – mouse HTR2A agonism via beta-arrestin recruitment | P35363 | CHO-K1 mHTR2A beta-arrestin complementation, luminescence; percent of 30 µM serotonin response | activation, % at 7.6 µM | actives 0.66% (n = 360,000);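 active means activation above a run cutoff, the mean activation of all tested compounds plus 3 SD, cut at about 14% in these data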;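 further: 0% = plate median of compound wells and 100% = 30 µM serotonin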
Target sequence (P35363 whole entry, looked up): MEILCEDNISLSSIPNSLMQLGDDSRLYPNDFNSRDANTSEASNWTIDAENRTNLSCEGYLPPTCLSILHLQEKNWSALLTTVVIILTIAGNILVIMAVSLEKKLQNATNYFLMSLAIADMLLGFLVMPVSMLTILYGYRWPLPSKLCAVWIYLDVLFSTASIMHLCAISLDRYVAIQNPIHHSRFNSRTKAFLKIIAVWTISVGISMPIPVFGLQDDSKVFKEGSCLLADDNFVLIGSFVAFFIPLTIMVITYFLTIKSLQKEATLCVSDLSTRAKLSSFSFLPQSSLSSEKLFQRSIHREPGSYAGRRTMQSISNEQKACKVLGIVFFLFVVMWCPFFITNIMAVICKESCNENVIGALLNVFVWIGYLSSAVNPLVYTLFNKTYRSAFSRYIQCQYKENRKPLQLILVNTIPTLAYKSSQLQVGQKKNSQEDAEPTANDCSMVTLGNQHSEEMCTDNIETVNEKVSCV
Glyco luc inh – N-linked glycosylation inhibition. D54 ERlucT glycosylation luciferase reporter, 24 h; percent of 100 nM tunicamycin response. reporter increase, % at 12.5 µM. actives 0.23% (n = 360,000). AID 588692;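 active means mean luciferase reporter signal, scaled so untreated is 0 and the glycosylation-blocking control 100, at or above a set limit in every replicate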;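 further: luciferase carries N-glycosylation sites so blocking glycosylation raises the light; 0% = median of neutral control wells and 100% = median of 100 nM tunicamycin wells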
hiPSC survival – increases survival of single human iPS cells | survival enhancement, % at 20 µM | AID 602274 | hiPSC single-cell survival, ATPlite luminescence; 100% = ROCK inhibitor wells, 0% = DMSO | actives 0.044% (n = 360,000); in the data active means survival enhancement above about 18%;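 further: cells exposed to compounds for 16 hours before the ATP read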
ABCB6 inh MLPCN – blocks the human ABCB6 transporter; Q9NP58; K562-ABCB6 porphyrin accumulation, flow cytometry, 1 h; hits give low values; fluorescence ratio to DMSO, % at 10 µM; actives 0.19% (n = 360,000); AID 602162;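 active means fluorescence ratio to DMSO below 75%, the collection mean minus 3 SD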;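 further: signal is porphyrin accumulated inside mitochondria; 100% equals median channel fluorescence of DMSO control wells; lower ratio means ABCB6 inhibition with less porphyrin fluorescence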
PDI turbidity – inhibitors of human protein disulfide isomerase; PDI insulin aggregation turbidity, A650, 90 min; P07237; inhibition, % at 10 µM; AID 588391; actives 0.052% (n = 350,000);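 active means mean inhibition across replicates of 30% or more, whatever share of single replicates reach that level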;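 further: absorbance from insulin aggregation driven by PDI reduction with DTT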
aDG glyco act – alpha-DG glycosylation activation. Pro5-aDG cells, alpha-DG glycosylation AlphaScreen (IIH6); 0% Pro5, 100% B10-LARGE cell signal. activation, % at 10 µM. actives 0.22% (n = 360,000);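 active means activation of at least 8% versus controls, or a plate z-score of at least 8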;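 further: Pro5 are CHO cells carrying HIG-tagged alpha-DG that lacks glycosylation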
Exocytosis inh – blocks lytic granule exocytosis. TALL-104 LAMP-1 surface exposure, flow cytometry; cells stimulated with thapsigargin and PMA. inhibition, % at 10 µM. actives 0.66% (n = 360,000). AID 651702;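 active means inhibition above about 55%, limit read from the data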
H9c2 protect – protects H9c2 cardiomyocytes from peroxide injury. H2O2 injury protection, ATPLite, 2 h. protection from H2O2 cell death, % at 20 µM. actives 0.63% (n = 360,000). AID 588492;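 active means compounds giving at least 50% protection of heart cells from peroxide-induced death in the single-dose screen, raw or plate-pattern-corrected value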;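 further: 0% = DMSO wells with peroxide and 100% = DMSO wells without peroxide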
* = called active by the depositor; / = not tested or not shown.

SMILES | Vif imaging | CaV13 ICDI inh | m5-HT2A agonist | Glyco luc inh | hiPSC survival | ABCB6 inh MLPCN | PDI turbidity | aDG glyco act | Exocytosis inh | H9c2 protect
CC1CCN(C(=O)c2ccc(CS(=O)(=O)Cc3ccccc3)cc2)CC1 | / | -5 | -5 | / | 0.6 | 98 | -6 | 0.6 | -2 | -12
COc1ccc(/C=N/NC(=O)c2cccnc2)cc1CN1CCOCC1 | 12 | 1 | -2 | 1 | -0.5 | 101 | 5 | -0.1 | -4 | -7
COc1cc(CNn2cn[nH]c2=S)cc(Br)c1OCc1ccccc1F | -8 | -2 | 1 | 3 | 0.5 | 97 | 4 | 0.1 | -7 | -5
COc1ccccc1C(=O)Nc1nnc(CCc2ccccc2)s1 | -5 | -4 | 7 | 16 | -0.5 | 95 | -4 | -0.1 | 49 | -2
O=C(O)CCCCCCCCCCC1CCC(O)C1O (stereo not given) | -9 | -5 | -4 | 1 | -0.8 | 98 | 6 | 0.0 | 1 | 2
NC(=NCCc1ccc(Cl)cc1)NS(=O)(=O)c1ccc(F)cc1 | -4 | -4 | -5 | -3 | 1.9 | 88 | 11 | 0.4 | -4 | -8
COC(=O)C(C(=O)OC)C(C)C(C(=O)OC)C(=O)OC | -11 | -5 | 2 | 0 | -3.3 | 105 | 4 | 0.1 | 2 | -10
Cc1cccc(NC(=O)CN(C)S(=O)(=O)c2ccc(-c3ccc(=O)[nH]n3)s2)c1C | 1 | -7 | 5 | -2 | -0.1 | 99 | 2 | 0.8 | 3 | -4
O=C(NCc1ccco1)c1ccc(CNc2c(N3CCCCC3)c(=O)c2=O)cc1 | / | -7 | -7 | 1 | -2.3 | 101 | -13 | -0.2 | -5 | 4
Cc1cc(C)c(S(=O)(=O)c2c(C)cccc2C)c(Cl)n1 | -6 | -7 | -5 | -1 | 0.4 | 105 | 3 | -0.1 | -1 | -2
CN1CC(=O)N(CC(=O)Nc2cc(Cl)cc(Cl)c2)C1=O | 7 | 2 | -4 | 2 | -1.1 | 102 | -5 | 0.1 | -2 | -9
Cc1ncc(CO)c2cc(C(=O)Nc3ccccc3Cl)c(=Nc3cccc(C(N)=O)c3)oc12 | 1 | -4 | -5 | 7 | 0.1 | 96 | -6 | -0.2 | 12 | 61*
COc1cccc(CNC(=O)CCS(=O)(=O)c2ccc3c(c2)oc(=O)n3C)c1 | -5 | -4 | 0 | 4 | 0.2 | 106 | -10 | 0.0 | -1 | -2
CN(C)CCNC(=O)c1cccc2c(-c3ccc(F)c(F)c3)coc12 | 6 | -11 | -11 | -2 | -2.4 | 99 | 1 | 1.1 | 4 | 8
Cc1ccc(OCCNC(=O)c2ccccc2O)cc1 | -4 | -20 | 2 | -2 | -0.4 | 102 | 2 | 0.1 | 1 | -8
Cc1nc2ccccc2c(=O)n1-c1ccc(NS(=O)(=O)c2ccc(F)cc2F)cc1 | -13 | -6 | 6 | -1 | -0.3 | 100 | 3 | 0.0 | -2 | 14
O=C(CN1CCN(C(=O)c2c(F)cccc2F)CC1)Nc1ccccc1C(F)(F)F | / | -3 | 7 | 0 | 0.3 | 97 | 5 | 0.0 | 1 | 1
CC(C)c1ccc(OCc2ccc(C(=O)O)o2)cc1 | 7 | 0 | 2 | -10 | 1.2 | 98 | -5 | 0.1 | 0 | -6
Cc1noc(C)c1C(=O)Nc1ccc(F)cc1 | 4 | -2 | 3 | 1 | -0.9 | 94 | -3 | -0.3 | -1 | -1
CC(=O)c1cccc(-c2ccnc3c2CC(C(=O)NCCC(F)(F)F)O3)c1 (stereo not given) | 12 | -10 | 2 | 13 | -2.0 | 96 | 2 | 0.1 | 2 | 4
Cc1cc(C)n(C(C)n2nc(C)cc2C)n1 | 34 | -3 | 1 | 1 | -0.6 | 103 | -4 | 0.9 | -6 | 8
Cc1cc(=O)[nH]c(SCc2cc(=O)n3nc(C)sc3n2)n1 | / | -7 | 4 | 2 | 1.9 | 103 | -7 | -0.3 | 0 | 2
CCOCCCNC(=O)C(NC(=O)c1ccc2c(c1)OCO2)c1ccc(Cl)cc1 (stereo not given) | 0 | -1 | 3 | 0 | 0.0 | 95 | -1 | -0.1 | -1 | 2
Cc1cccc(C(=O)NC(=S)Nc2ccc(S(=O)(=O)N(C)c3ccccc3)cc2)c1 | -11 | -4 | -3 | -1 | -3.6 | 97 | 9 | -0.4 | -2 | -13
CCOCCCNc1ncnc2c1nc1n2CCCC1 | 18 | -3 | 1 | 1 | -0.7 | 98 | 3 | 0.0 | 4 | 5
Cc1nc2ccccn2c1C(=O)NN=C1CCCC1 | -1 | -5 | -7 | 3 | -3.1 | 94 | -1 | 0.4 | -4 | -1
CC1=C(C)CC(C(=O)NCc2c(F)cccc2Cl)C(C(=O)O)C1 (stereo not given) | -1 | / | -3 | 5 | -0.6 | 97 | -7 | 0.1 | -3 | -2
NS(=O)(=O)c1ccc(CCNC(=O)C2CCCN2S(=O)(=O)c2cccc3nsnc23)cc1 (stereo not given) | -4 | -14 | -2 | 0 | -0.2 | 96 | 1 | 0.0 | -13 | 1
O=c1[nH]c(C2CCN(S(=O)(=O)c3ccccc3F)CC2)nc2c1nnn2Cc1ccc2c(c1)OCCO2 | -4 | -14 | -3 | 1 | -0.3 | 102 | -11 | -0.1 | -8 | 5
CC(C)(C)OC(=O)NN=C(c1ccc(O)cc1)c1ccc(O)cc1 | 3 | -9 | 0 | 2 | 0.1 | 97 | 2 | -0.4 | -3 | 6
O=[N+]([O-])c1cc(S(=O)(=O)CCCN2CCOCC2)ccc1F | -4 | -1 | 2 | 0 | -1.5 | 98 | 1 | 0.3 | 6 | -11
Cn1cc([C@]2(O)C(=O)Nc3ccc(OC(F)(F)F)cc32)c2ccccc21 | / | -7 | 3 | / | / | / | / | 0.0 | 3 | /
Cc1ccc(S(=O)(=O)Nc2cc(C)c(O)c(S(=O)(=O)c3ccc(C)cc3)c2)cc1 | -12 | -3 | -9 | -1 | -3.0 | 92 | -9 | -0.3 | 9 | 3
CCN(CC)c1ccc(N/C(N)=N/c2nc(C(F)(F)F)cc(=O)[nH]2)cc1 | 0 | -3 | 4 | 3 | 6.0 | 105 | 0 | -0.4 | -1 | -3
CCN(Cc1ccc2c(c1)OCO2)C(=O)CSc1ncnc2sccc12 | 8 | -6 | 3 | 0 | 0.0 | 99 | 5 | 0.1 | -4 | 3
O=C(CC(Nc1ccccc1Cl)C(=O)O)c1ccccc1 (stereo not given) | -1 | -2 | -1 | -14 | -0.6 | 95 | 0 | 0.2 | 32 | -11
COc1ccc(/C=N\NC(=O)/C(=C\Nc2nccc(C)n2)NC(=O)c2ccccc2)cc1 | 0 | -5 | -5 | 1 | -2.4 | 100 | 7 | -0.2 | 3 | 5
Fc1ccc(NCc2cccnc2)cc1 | 10 | -5 | 2 | 0 | -1.0 | 92 | 15 | -0.1 | -3 | -3
O=[N+]([O-])c1ccc(C(=S)N2CCN(c3ccc(F)cc3)CC2)cc1 | 2 | 6 | -9 | -2 | -1.6 | 112 | -6 | -0.4 | -2 | 12
CCOc1c(Br)cc(/C=C(\C#N)C(=O)NC2CC2)cc1OC | -1 | / | -9 | 11 | 0.0 | 99 | -17 | 0.6 | 8 | 16
Cc1ccc(-c2nnc(Nc3ccc4c(c3)OCO4)c3ccccc23)cc1S(=O)(=O)NCCO | 2 | -2 | 2 | -4 | -0.4 | 103 | -5 | -0.3 | 4 | 15
O=c1[nH]c(CSc2nnc(-c3ccncc3)n2Cc2ccco2)nc2ccccc12 | -5 | -4 | -1 | 1 | 10 | 105 | -7 | 0.0 | 0 | 16
Cc1ccc(C(=O)C2(C)C3c4cc(Br)ccc4OC(=O)C32C(=O)c2ccco2)cc1 (stereo not given) | 1 | / | -4 | 1 | 1.5 | 97 | 2 | 0.7 | 4 | -6
Cc1ccc(C)c(N2CC(C(=O)Nc3nccs3)CC2=O)c1 (stereo not given) | -23 | -4 | 2 | 2 | -0.5 | 95 | 11 | -0.1 | -9 | 6
Cn1c(SCc2cccc(F)c2)nnc1-c1ccccn1 | -7 | -5 | 0 | 3 | -0.2 | 100 | -4 | 0.1 | -2 | 8
O=S(=O)(NCC(c1cccs1)N1CCc2ccccc2C1)c1ccccc1 (stereo not given) | 8 | -5 | -5 | -4 | -0.4 | 100 | -3 | 0.0 | 5 | -2
Cc1ccc(-c2cn3c(=O)cc(C)[nH]c3n2)cc1 | 12 | -4 | 1 | -1 | -5.5 | 92 | 6 | -0.1 | -2 | -28
C[C@H]1CN([C@@H](C)CO)C(=O)CCCn2cc(nn2)CO[C@@H]1CN(C)C(=O)CCC(F)(F)F | 4 | -6 | -1 | 1 | 0.4 | 103 | -3 | 0.0 | 7 | 7
CCCCNC(=O)C1(C)CCC(=O)N1CCc1c[nH]c2ccccc12 (stereo not given) | / | -10 | 0 | -2 | 0.3 | 99 | / | -0.1 | 0 | 3
